From PubChem
Hsp70 act – Hsp70 transcriptional activators, primary screen, cell-based, HeLa, Hsp70 promoter luciferase, luminescence, 10 µM | HeLa Hsp70 promoter luciferase reporter; scaled: vehicle 0, proteasome-inhibitor control 100% | activation, % at 10 µM | hit rate 0.04% among 200,000;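 active means activation above the mean across all tested compounds plus 3 SD, cutoff set per campaign, cut at about 5.5% in these data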;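 further: 100% = MG132 at 30 µM as the positive control and 0% = DMSO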
STAT1 act – STAT1 signaling activators, primary screen, cell-based, HTS, luciferase reporter. activation (% of control), % at 5.5 µM. AID 932, 2007. hit rate 2.6% among 200,000. NIH 3T3 STAT1-luciferase reporter, IFN-gamma, luminescence; 100% = IFN-gamma alone, no compound;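 active means activation above the screen-wide mean activation plus 3 SD, cut at about 130% in these data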;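 further: raw ratio to IFN-gamma control signal so 100% means no change and 0% no light; values of inactives mirror those of a sister screen read the other way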
STAT1 inh – STAT1 signaling inhibitors, primary screen, cell-based, HTS, luciferase reporter | NIH 3T3 STAT1-luciferase reporter, IFN-gamma, luminescence | inhibition, % at 5.5 µM | hit rate 0.35% among 200,000 | AID 920, 2007;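 active means inhibition above a set limit, the mean inhibition across all tested compounds plus 3 SD, cut at about 34% in these data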;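 further: 0% = IFN-gamma with DMSO and 100% = IFN-gamma with 300 µM nifuroxazide; values of inactives mirror those of a sister screen read the other way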
NF-kB expr up – activators of NF-kB expression in neurons, primary screen, cell-based, HTS; human neuronal cells, NF-kB reporter expression; stronger effect = higher value; fold change at 12.5 µM; hit rate 1.6% among 190,000; in the data active means fold change above about 3.3
Efa HMGR inh – inhibitors of E. faecalis class II HMGR, primary screen, biochemical, Enterococcus faecalis; inhibition, % at 10 µM; hit rate 0.41% among 190,000; purified E. faecalis HMGR, NADPH absorbance 340 nm kinetic; AID 1066, 2008; HMG-CoA reductase (Enterococcus faecalis, mvaE);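 active means inhibition above a set limit, the median over all tested compounds plus 3 SD, cut at about 9.5% in these data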;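 further: enzyme runs in reverse so mevalonate oxidation gives rising NADPH absorbance; 0% = complete reaction with DMSO and 100% = background rate lacking mevalonate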
STAT3 act – IL-6 driven STAT3 reporter potentiators, primary screen, U3A cells, luciferase, luminescence, MLSCN library. hit rate 0.91% among 190,000. IL-6 STAT3-luciferase reporter; 100% = signal with IL-6 EC80 alone. activation (% of control), % at 5.6 µM;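 active means activation above the screen-wide mean of compound activation plus 3 SD, cut at about 130% in these data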;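 further: 0% = background luminescence of wells with medium and substrate only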
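Assay system – human STAT1-deficient U3A cells with stable STAT3-luciferase reporter · Also added – IL-6 (33 ng/mL) · Schedule – compound 1 h, then IL-6 6 h at 37 °C · Technique – reporter luminescence signal · Evaluation – % activation versus median of IL-6-stimulated wells · Benchmarks – IL-6-only wells as 100% reference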
TLR4 MyD88 comp – inhibitors of TLR4-MyD88 association in cells, primary screen, cell-based, HeLa CL3-4, BLA complementation, FRET ratio; hit rate 0.18% among 200,000; inhibition, % at 8.4 µM; HeLa CL3-4 TLR4/MyD88 BLA complementation; Toll-like receptor 4 (Homo sapiens) + Myeloid differentiation primary response protein …; in the data active means inhibition above about 25%;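 further: 0% = vehicle and 100% = reference inhibitor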
Target sequence (O00206 whole entry, looked up): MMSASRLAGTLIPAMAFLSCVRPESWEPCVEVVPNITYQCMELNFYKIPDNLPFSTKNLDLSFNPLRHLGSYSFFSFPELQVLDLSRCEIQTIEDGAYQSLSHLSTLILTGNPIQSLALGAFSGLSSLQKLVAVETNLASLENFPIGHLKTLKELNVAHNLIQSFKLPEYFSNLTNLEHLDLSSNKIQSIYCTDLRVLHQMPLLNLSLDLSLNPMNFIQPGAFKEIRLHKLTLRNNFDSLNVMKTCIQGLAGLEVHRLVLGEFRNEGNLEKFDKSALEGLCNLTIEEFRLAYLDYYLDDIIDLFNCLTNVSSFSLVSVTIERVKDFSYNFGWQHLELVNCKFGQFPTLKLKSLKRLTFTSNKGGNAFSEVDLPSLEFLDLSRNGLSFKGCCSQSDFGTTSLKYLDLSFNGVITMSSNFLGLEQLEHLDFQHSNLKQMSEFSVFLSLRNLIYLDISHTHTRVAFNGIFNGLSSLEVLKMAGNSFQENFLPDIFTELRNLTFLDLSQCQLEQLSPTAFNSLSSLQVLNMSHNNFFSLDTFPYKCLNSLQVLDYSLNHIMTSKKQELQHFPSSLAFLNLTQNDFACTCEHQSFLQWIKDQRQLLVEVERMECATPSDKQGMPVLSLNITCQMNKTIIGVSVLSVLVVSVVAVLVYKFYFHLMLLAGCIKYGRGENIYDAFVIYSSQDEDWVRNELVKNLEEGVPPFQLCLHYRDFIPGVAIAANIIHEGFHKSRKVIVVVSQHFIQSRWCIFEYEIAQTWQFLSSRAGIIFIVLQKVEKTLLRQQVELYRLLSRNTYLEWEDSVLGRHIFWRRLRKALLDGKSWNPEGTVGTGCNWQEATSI
Target sequence (Q99836 whole entry, looked up): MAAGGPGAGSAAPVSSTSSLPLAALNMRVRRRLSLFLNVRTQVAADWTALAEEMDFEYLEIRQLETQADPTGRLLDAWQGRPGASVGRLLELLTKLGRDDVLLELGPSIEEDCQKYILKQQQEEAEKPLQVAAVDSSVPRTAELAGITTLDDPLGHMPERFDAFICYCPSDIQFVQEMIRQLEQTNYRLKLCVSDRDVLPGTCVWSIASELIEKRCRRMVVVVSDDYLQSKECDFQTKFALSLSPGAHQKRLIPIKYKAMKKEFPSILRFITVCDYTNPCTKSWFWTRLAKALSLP
Redox H2O2 prof – compounds producing H2O2 with reducing agent – biochemical, NIH compound library profiling, artefact control for MLSCN library redox annotation, primary screen | DTT-dependent redox cycling H2O2, phenol red/HRP absorbance; 100% = 100 µM peroxide control, 0% = buffer | activation, % at 10 µM | hit rate 0.03% among 200,000;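 active means activation of at least 50% relative to the plate's high and low controls in the primary single-dose screen; inactive means activation below 50%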;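 further: compound incubated with DTT at 0.8 mM final as the reducing agent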
APP 5'UTR act – activators of APP 5'UTR luciferase reporter, primary screen, SH-SY5Y cells. SH-SY5Y APP 5'UTR luciferase reporter, luminescence; zero percent = DMSO vehicle wells. activation, % at 2 µM. hit rate 1% among 190,000;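 active means activation above a set limit, based on mean plus 3 SD of controls, cut at about 140% in these data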; further: values of inactives mirror those of a sister screen read the other way
STAT3 inh – IL-6 driven STAT3 reporter inhibitors, primary screen, U3A cells, luciferase, luminescence, MLSCN library | hit rate 0.89% among 190,000 | inhibition, % at 5.5 µM | AID 862, 2007 | IL-6 STAT3-luciferase reporter; host cell line lacks STAT1;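 active means inhibition above the mean inhibition across all screened compounds plus 3 SD, cut at about 44% in these data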;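 further: 0% = DMSO only wells and 100% = 100 µM nifuroxazide control wells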
Starred values were filed as active, the others as inactive; x = no result given.

compound	Hsp70 act	STAT1 act	STAT1 inh	NF-kB expr up	Efa HMGR inh	STAT3 act	TLR4 MyD88 comp	Redox H2O2 prof	APP 5'UTR act	STAT3 inh
COc1ccc(C2NN=C(c3ccc(C)cc3)S2)cc1OC (configuration not stated)	-0.1	136.1*	-40.4	3.48*	-1.4	94.5	-10.8	-0.5	164.2*	10.1
O=C(NCC1CC1)C1CCCN(S(=O)(=O)c2ccc(-n3cnnn3)cc2)C1 (configuration not stated)	-0.1	102.7	-2.9	0.98	1.6	100.9	10.2	1.9	-0.8	4.4
Cc1cc(C)c(C#N)c(Oc2ccc(O)cc2)n1	-0.3	100.7	0.1	0.98	-2.5	93.0	-2.3	0.1	12.1	8.8
Cc1nnc(SC(C)C(=O)Nc2ccc(S(=O)(=O)NC3CCCCC3)cc2)s1 (configuration not stated)	-0.2	81.9	19.8	1.4	-2.1	80.1	-23.6	0.1	2.5	26.7
Cc1cccc2cc(CN(Cc3cccnc3)C(=S)NCCCN(C)C)c(=O)[nH]c12	-0.2	100.0	-0.4	1.05	-6.4	105.5	5.4	-0.5	-10.6	-0.4
C[C@@H]1CN(Cc2nc(Cc3ccccc3F)no2)C[C@H](C)O1	-0.1	94.2	5.0	1.3	-1.1	99.7	9.7	-1.2	-10.0	4.9
O=c1[nH]c2cc(Cl)cc(Cl)c2[nH]c1=O	0.0	99.6	0.5	1.02	3.5	102.5	-10.9	2.2	12.1	5.9
CC(O)CNCCNCc1c(OCc2ccccc2)ccc2ccccc12 (configuration not stated)	0.1	97.8	2.5	1.13	-2.9	99.0	5.5	-4.2	-3.1	11.3
CC(C)c1nnc(NC(=O)CCC(=O)NC2CCCc3ccccc32)s1 (configuration not stated)	-0.3	95.8	4.7	1.06	2.2	106.5	2.0	0.1	-0.7	-8.1
COc1ccc(C(=O)Nc2ccc(S(=O)(=O)N3CCCCC3)cc2)cc1OC	0.1	105.0	-4.0	0.7	0.3	98.3	-1.2	0.2	3.2	5.0
COc1ccc(-c2csc(C3=C(O)CN(Cc4ccc(S(N)(=O)=O)cc4)C3=N)n2)cc1OC	-0.1	102.0	-2.2	1.1	-2.1	100.8	-11.6	-0.4	8.1	1.9
COc1ccc(/C=C/C(=O)C2CC2)cc1COc1c(C)cccc1C	-0.3	98.6	0.3	0.87	-1.9	99.0	-3.3	-1.5	0.9	4.8
CN1CCOc2cc(S(=O)(=O)Nc3ccc(F)cc3)ccc21	-0.5	93.4	7.3	0.87	-0.7	78.4	-0.3	-0.9	15.8	31.3
Cc1ccc(SCC(=O)Nc2ccccc2C(=O)N2CCOCC2)cc1	-0.3	102.7	-2.9	0.9	-1.4	100.2	-3.5	0.4	-19.8	-5.3
CCCC(=O)Nc1nnc(SCC(=O)NCc2ccco2)s1	-0.3	100.6	-0.7	0.91	-5.6	100.8	-3.9	0.1	5.6	4.4
CC1=C(C#N)C(NC(=O)c2ccccc2Cl)(C(F)(F)F)C(=O)N1 (configuration not stated)	-0.3	96.5	3.9	1.32	-1.6	111.4	-2.1	0.4	-5.7	-11.3
CCCOc1ccc(-c2csc(NC(=O)CN3C(=O)CCC3=O)n2)cc1	-0.3	99.1	1.0	1.03	-5.0	91.1	-9.2	2.9	7.1	14.9
Clc1ccc(OCCn2ccnc2)c(Cl)c1	-0.2	96.9	3.7	1	-3.7	104.2	6.0	0.1	17.4	-1.2
CN(C)S(=O)(=O)c1ccc(NC(=O)CNc2cc(S(=O)(=O)N3CCCC3)ccc2OCC(F)(F)F)cc1	-0.2	90.0	11.2	1.02	-3.4	92.1	-14.4	-0.7	-8.0	7.2
CCOc1ccc2nc(NC(=O)c3cnccn3)sc2c1	-0.2	138.2*	-41.8	3.29	-2.3	86.2	5.8	1.2	38.4	18.2
COc1ccc(CCNC(=S)NC(=O)/C=C/c2ccc(C)cc2)cc1OC	-0.4	90.7	10.3	x	x	102.3	-2.5	2.1	11.4	7.5
CN1CCC(OC(=O)c2ccccc2Cl)CC1	-0.1	99.1	-0.9	1.35	-5.2	100.6	7.2	0.1	-14.0	1.5
Cc1ccc(-c2nn(C(C)(C)C)c3ncnc(N)c23)cc1	-0.3	112.1	-13.2	0.98	-2.8	111.7	-5.7	-4.2	-19.1	-8.1
COc1ccc(C(=O)Nc2cc(C)ccc2NC(=O)COc2ccccc2)cc1	-0.1	103.5	-3.9	1.34	-4.0	88.2	12.8	2.5	10.3	19.9
CCOC(=O)Cc1csc(NC(=O)COc2c(C)cccc2C)n1	-0.4	97.2	2.8	1.06	-4.2	103.8	-12.7	-1.2	-2.9	-2.8
Cc1cc(=O)[nH]c(SCC(=O)Nc2ccc(S(=O)(=O)N3CCOCC3)cc2)n1	-0.1	97.5	2.8	0.76	4.5	107.8	5.4	1.3	6.7	-4.2
COc1ccc(C2CC(c3ccccc3)=NN2C(=O)COC(=O)c2nc3nc(C)cc(C)n3n2)cc1 (configuration not stated)	-0.1	104.4	-6.3	0.98	-3.9	106.1	5.4	-0.9	16.2	-5.5
CCCOc1ccccc1C1CC(=O)Nc2cc3c(cc21)OCCO3 (configuration not stated)	-0.3	83.1	18.4	2.58	-0.4	94.9	0.5	-2.8	-93.8	9.5
O=C(NCCc1ccccc1)C1CC(c2ccccc2O)=NO1 (configuration not stated)	-0.1	104.7	-5.0	1.06	-2.0	106.8	5.8	0.5	21.2	-5.3
Cc1ncc(C[n+]2csc(C)c2C)c(N)n1	0.4	109.8	-11.7	0.9	-5.7	104.2	1.2	-1.2	-3.8	-3.9
COc1ccccc1NC(=O)c1ccccc1SC	-0.2	97.6	2.6	1.03	-2.9	90.7	5.5	2.9	3.1	15.9
N#Cc1ccc(-c2csc(NNC(=O)c3ccc(Br)cc3)n2)cc1	0.2	99.4	-0.1	1.16	2.0	96.8	0.3	2.0	-7.8	12.4
COC(=O)c1sccc1NC(=O)CSc1nnnn1-c1ccccc1F	-0.3	98.1	2.0	0.96	1.0	99.4	-0.7	0.7	14.3	4.9
CC1CCc2sc(-c3n[nH]c(=S)o3)cc2C1 (configuration not stated)	0.2	95.9	4.5	1.24	-3.6	100.7	-2.1	-2.6	48.4	-1.2
Cc1nnc(NC(=O)C2C3C=CC(O3)C2C(=O)O)s1 (configuration not stated)	0.2	98.1	0.2	1.2	3.8	104.5	-5.4	0.0	-12.2	-5.5
CN1CCCC1CCNC1C2CC3CC(C2)CC1C3 (configuration not stated)	-0.3	94.8	5.6	0.97	-2.1	103.1	-1.7	-3.5	-1.5	1.3
CCCCOC(=O)Nc1nnc(/C=C/c2ccc(OC)cc2)s1	-0.2	93.6	7.2	1.08	-5.6	101.6	-8.9	0.0	-14.8	-4.5
O=C1OC(N2CCN(C(=O)C3CCCO3)CC2)c2ccccc21 (configuration not stated)	0.2	95.5	5.0	1.36	-1.3	98.8	-9.5	-1.7	-3.8	6.2
Cn1c(=O)c(=O)n(C)c2cc(S(=O)(=O)CCC(=O)N3CCOCC3)ccc21	-0.2	96.2	4.2	1.01	-0.3	97.8	-4.8	-0.2	3.6	7.8
COC(=O)CCC(=O)NNC(=O)c1ccc([N+](=O)[O-])cc1	-0.3	99.3	-0.4	0.92	-0.8	107.3	7.1	-0.9	1.0	-7.2
CCOC(=O)c1ccc(NC(=O)NCCc2ccccc2OC)cc1	-0.1	102.6	-2.9	1.13	-1.2	96.3	0.8	1.0	26.8	10.0
O=C(CCN1C(=O)c2ccccc2C1=O)C1=NN[C@@H]2C(=O)N(c3cccc(F)c3)C(=O)[C@H]12	-0.5	100.2	-0.2	1.05	1.3	105.2	-8.9	-0.5	-1.6	-5.8
CCOc1cccc(CNCCSc2nnnn2C)c1	-0.3	92.1	6.5	1.15	-10.2	97.0	17.1	-0.9	-8.3	6.9
CCOC(=O)c1sc(C)c(C(=O)NCC(C)(C)CN(C)C)c1N	-0.1	94.3	6.2	0.95	-5.0	93.9	-3.1	2.2	-1.4	11.3
CCc1ccc2c(CN3CCc4ccccc43)cc(=O)oc2c1	-0.3	103.7	-4.0	1.02	-7.9	127.6	-0.9	-0.1	-1.6	-30.0
COc1ccc2[nH]c(=O)c(CNC3CCCCC3)cc2c1	-0.4	102.5	-2.7	0.86	-4.7	101.5	11.7	2.7	5.6	2.5
O=C(Nc1cccc(F)c1)/C(=C\c1ccco1)NC(=O)c1cccs1	-0.2	100.1	-0.1	0.96	2.7	99.8	-7.5	2.3	5.6	7.2
COc1ccc(-c2ccc(C(=S)N3CCN(C(C)=O)CC3)o2)cc1	-0.2	119.1	-20.8	1.17	1.2	101.6	-3.8	-1.1	2.5	0.7
Cc1cc(=O)[nH]c(N/N=C/c2c(C)nn(-c3ccccc3Cl)c2Cl)n1	0.0	100.4	-1.8	1.11	-3.6	100.6	0.4	0.4	-0.6	7.1
CC1CN(Cc2nc3ccccc3c(=O)[nH]2)CC(C)O1 (configuration not stated)	-0.1	99.6	-1.1	0.85	-4.2	101.5	-6.3	-0.5	0.9	2.9
O=C(Nc1ccccc1C(=O)NCc1ccccc1)c1ccco1	-0.1	92.6	8.0	0.77	-0.9	104.3	4.6	2.2	8.2	-1.0
O=C(CSc1nnc(-c2ccccc2)o1)N1CCN(c2ccccc2)CC1	-0.2	95.2	2.5	1.09	-2.8	98.9	-0.7	-0.1	-1.5	5.1
N=C1/C(=C/c2cccn2-c2ccc([N+](=O)[O-])cc2)C(=O)N=C2SC=CN12	-0.2	98.2	2.0	1.11	0.9	97.3	5.9	-0.1	3.8	6.1
Cc1nn(CC(=O)NC(C)c2ccccc2)c(=O)c2ccccc12 (configuration not stated)	-0.4	103.0	-2.6	1	-4.1	106.4	0.2	-0.6	10.4	-1.0
CCCN(CCC)C(=S)NC(=O)c1ccc(Cl)cc1Cl	-0.1	102.1	-2.3	1.02	-5.5	92.4	-7.3	-4.4	-0.9	13.0

Some entries already given, reduced to Redox H2O2 prof:
smiles	Redox H2O2 prof
COc1ccc(C(=O)Nc2cc(C)ccc2NC(=O)COc2ccccc2)cc1	2.5
CCOC(=O)Cc1csc(NC(=O)COc2c(C)cccc2C)n1	-1.2
